Screening data: PubChem, several laboratories
14-3-3 Bad inh: disrupts binding of bovine 14-3-3 zeta to phospho-Bad peptide. P63103. TR-FRET 14-3-3zeta/Dy647-pBad peptide displacement, 1 h. AID 781. inhibition, % at 21.7 µM. 220,000 tested, 0.71% active;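 active = inhibition above about 70%, limit read from the data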;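 also: 0% = full 14-3-3 plus peptide FRET controls and 100% = background without 14-3-3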
Target sequence (P63103 whole entry, looked up): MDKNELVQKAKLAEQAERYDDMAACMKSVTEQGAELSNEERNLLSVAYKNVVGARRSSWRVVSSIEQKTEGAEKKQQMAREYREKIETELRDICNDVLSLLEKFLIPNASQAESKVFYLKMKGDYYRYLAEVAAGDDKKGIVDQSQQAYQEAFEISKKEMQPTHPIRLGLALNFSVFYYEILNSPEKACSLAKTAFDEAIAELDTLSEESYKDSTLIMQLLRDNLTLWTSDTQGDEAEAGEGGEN
eIF4E 4G PPI: blocks eIF4E binding to eIF4G | P63073+Q04637 | TR-FRET eIF4E-eIF4GI(517-606) binding, 2 h | inhibition, % at 21.7 µM | 220,000 tested, 0.37% active;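 also: 0% = full FRET control wells and 100% = background wells lacking eIF4GI fragment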
p47phox inh: blocks human p47phox regulatory protein of NADPH oxidases; p47phox/p22phox peptide binding, fluorescence polarization, 2 h; inhibition, % at 24.7 µM; 220,000 tested, 0.53% active; AID 1274;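 also: 0% = p47phox with labelled peptide and 100% = labelled peptide alone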
KLK5 inh: blocks human kallikrein 5 protease activity; Q9Y337; 210,000 tested, 0.59% active; inhibition, % at 5 µM; AID 873; recombinant hK5, fluorogenic AMC substrate cleavage;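 active = inhibition of 40% or more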;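 also: 0% = enzyme controls without compound and 100% = no-enzyme blanks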
Target sequence (Q9Y337 67-293 limits assumed): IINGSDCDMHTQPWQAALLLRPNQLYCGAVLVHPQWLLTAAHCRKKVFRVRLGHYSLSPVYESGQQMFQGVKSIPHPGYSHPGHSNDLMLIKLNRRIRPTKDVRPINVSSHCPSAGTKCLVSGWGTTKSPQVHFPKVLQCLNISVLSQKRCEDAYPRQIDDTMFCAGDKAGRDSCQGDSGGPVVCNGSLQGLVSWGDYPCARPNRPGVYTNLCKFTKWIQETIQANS
thrombin 1536: blocks human thrombin protease activity | alpha-thrombin, Boc-VPR-AMC fluorogenic substrate cleavage | 220,000 tested, 0.26% active | P00734 | inhibition, % at 5 µM;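 active = inhibition at or above 40%; inactive = inhibition below 40%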;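 also: 0% = enzyme with no compound and 100% = wells without enzyme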
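Material: human alpha-thrombin protein; Also added: Boc-VPR-AMC substrate, 15 µM final; Timing: enzyme reaction carried out at room temperature; Signal: fluorescence, ex 355 nm, em 460 nm; Measure: % inhibition of thrombin; Controls: enzyme without compound as high, wells lacking enzyme as low.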
Rad51 HR inh: Rad51 (human) homologous recombination inhibition. Q06609. hRad51 DNA strand exchange, fluorescence dequenching. inhibition, % at 10 µM. 200,000 tested, 0.085% active. AID 1385;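 active = inhibition above 40% at the single screening dose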;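 also: 0% = DMSO control wells and 100% = blanks with heterologous ssDNA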
Target sequence (Q06609 whole entry, looked up): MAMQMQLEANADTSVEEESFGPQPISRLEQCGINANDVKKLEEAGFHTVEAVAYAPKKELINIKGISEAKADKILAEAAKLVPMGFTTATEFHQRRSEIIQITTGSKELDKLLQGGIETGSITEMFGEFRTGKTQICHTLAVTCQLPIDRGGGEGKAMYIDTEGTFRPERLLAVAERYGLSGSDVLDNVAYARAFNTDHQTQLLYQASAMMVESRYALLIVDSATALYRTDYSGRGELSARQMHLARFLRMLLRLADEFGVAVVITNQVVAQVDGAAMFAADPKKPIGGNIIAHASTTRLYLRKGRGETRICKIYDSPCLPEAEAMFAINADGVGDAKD
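Assay system: Human Rad51 nucleoprotein filaments preassembled on unlabelled ssDNA | Reagent: Donor/quencher-labelled 47-bp dsDNA substrate | Doses: One concentration, 10 µM final | Times: 37 °C 15-min filament assembly, 30-min compound preincubation, 15-min exchange | Technique: Fluorescein emission 520 nm, excitation 485 nm | Benchmarks: Plate control and blank wells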
KCC2 mod: modulators of human KCC2 chloride dependent transport; KCC2 cells, thallium flux FluoZin-2 fluorescence; 190,000 tested, 2.2% active; Q9H2X9; B-score of Tl+ flux slope (higher = more flux/activation; lower = inhibition) at 10 µM;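 active = thallium flux slope and its plate-corrected score both differing from the plate sample mean at a set confidence after two filtering rounds, in either direction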;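 also: slope of fluorescence scaled to starting intensity during 10 to 20 s after thallium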
EBV gp42 block: blocks Epstein-Barr virus glycoprotein 42 binding. 220,000 tested, 0.42% active. AID 1085. Q1HVG2. Fluorescence polarization binding assay, mP read-out. inhibition, % (tested at 21.74 µM); in the data active = inhibition above about 50%
Target sequence (Q1HVG2 whole entry, looked up): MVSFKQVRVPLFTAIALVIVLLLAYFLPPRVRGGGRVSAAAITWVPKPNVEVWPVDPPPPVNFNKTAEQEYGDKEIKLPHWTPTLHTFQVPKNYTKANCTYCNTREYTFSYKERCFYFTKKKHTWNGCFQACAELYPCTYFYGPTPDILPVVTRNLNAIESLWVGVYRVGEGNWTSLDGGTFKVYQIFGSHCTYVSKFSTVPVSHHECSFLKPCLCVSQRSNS
Furin inhibitor: inhibitors of human furin | purified furin, fluorogenic substrate cleavage | inhibition, % at 30 µM | 220,000 tested, 0.061% active | AID 463115; in the data active = inhibition above about 25%; also: inactives centre near -15
Starred values were filed as active, the others as inactive; x = no result given; [ ] = another dose, or the depositor's remark.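 The calls were made as follows, unless noted: active = inhibition above about 30% (limit read from the data); inactive = the rest.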

SMILES	14-3-3 Bad inh	eIF4E 4G PPI	p47phox inh	KLK5 inh	thrombin 1536	Rad51 HR inh	KCC2 mod	EBV gp42 block	Furin inhibitor
O=C(CCc1ccccc1)NC(=S)Nc1ccc(S(=O)(=O)N2CCOCC2)cc1	-18	1	-9	-10	1	-44	0.4	-4	-26
CCOC(=O)c1sc(C(=O)OCC)c(OCCO)c1OCCO	8	-8	-9	6	-1	-3	0.074	-24	-33
CCN1CCN(C(=O)Nc2ccccc2OC)CC1	68[fluorescence artefact?]	-3	12	83*	31	5	x	-1	-16[20 µM]
O=C(C1Cc2ccccc2CN1S(=O)(=O)c1ccc(F)cc1)N1CCCCC1 (centres undefined)	9[fluorescence artefact?]	-17[fluorescence artefact?]	-7	-16	-3	-1	0.46	-13	-20
CCN(CC)S(=O)(=O)c1ccc(C)c(NC(=O)Cn2c(=O)cnc3ccccc32)c1	-9	7	-37	-6	-7	2	0.41	-18	-14
Cc1nn(C)c(C)c1S(=O)(=O)N(CC(=O)Nc1ccccn1)c1ccc(C(C)C)cc1	1[fluorescence artefact?]	4	-5	2	1	-7	0.56	-10	-4
CCC(=O)c1ccc(N2CCCCCC2)c(F)c1	-10	7	-11	31	21	-8	-0.33	-6	-11
CCOc1ccc(CN2CCN(S(=O)(=O)c3ccc(NC(C)=O)cc3)CC2)cc1	34	3	-3	-1	1	-3	0.85	4	-24
Cn1cc([N+](=O)[O-])c(C(=O)Nc2cc(Oc3cccnc3)cc([N+](=O)[O-])c2)n1	74*	2	-15	-20	-6	-3	-0.82	18	-18[20 µM]
CCCN(CCC)C(=S)NC(=O)c1ccc(Cl)cc1Cl	8	5[fluorescence artefact?]	-13	3	-3	-4	42*	-17	-9[20 µM]
Fc1ccc(Sc2nc(-c3ccccc3)nnc2C(F)(F)F)cc1	-2	-14	-8	-19	-3	1	x	-9	-10[20 µM]
Cc1noc(-c2ccccc2OC(=O)c2ccccc2)n1	-2	-1	-6	1	-7	-5	-0.17	-3	-25
COc1nc(Cl)cn(-c2ccc(Cl)cc2)c1=O	-3	0	-2	-6	0	4	0.2	-10	-8
COc1ccc(/C=C(/NC(=O)c2ccccc2)C(=O)N/N=C/c2cccs2)cc1OC	3[fluorescence artefact?]	-4[fluorescence artefact?]	-4	-4	-4	4	-1.4	8	9[20 µM]
O=C(NCc1cccnc1)c1cnn2ccccc12	-5	-6	-10	-4	-7	6	x	-1	-29
O=C(Nc1c2c(nn1-c1ccc(F)cc1)CSC2)c1ccc(S(=O)(=O)N2CCOCC2)cc1	5	-2	-17	2	4	0	x	-14	0
CCN(CC)c1ccc(NC(=O)c2ccc(=O)[nH]c2)cc1S(=O)(=O)Nc1ccccc1OC	0	1	-2	-2	x	0	0.15	-2	-24
CC(/C=C1\SC(=S)N(CC(=O)O)C1=O)=C\c1ccccc1	1	-4	-5	-3	-8	12	-2.1	-10	-7
Cc1ccc(OCCCCn2cnc3ccccc32)c(C)c1	67[fluorescence artefact?]	-4	3	0	1	-1	x	-6	2[20 µM]
O=C(NC12CC3CC(CC(C3)C1)C2)c1cnccn1	-8	0	15	-17	-8	0	0.03	14	-17[20 µM]
O=CN1CCN(C(=O)c2ccccc2F)CC1	-3	-3	-16	2	-1	-4	x	-8	-21
COc1ccc(Nc2nnc(SCc3cn4c(C)cccc4n3)s2)cc1	2	-2[fluorescence artefact?]	0	-7	-20	2	-1.2	-4	-19
CCc1nc2n[nH]c(N)c2c2c1CCCC2	5	3[fluorescence artefact?]	-19	11	-4	-96	1.1	-17	-3[20 µM]
Cc1ccc(C(=O)CC(=O)COc2ccc(Cl)cc2C)cc1	-15	1[fluorescence artefact?]	-5	-1	1	x	17*	-21	-7
Cc1cc(N/N=C/c2ccco2)c2ccccc2n1	-9	0	-2	-6	3	-74	-0.12	-10	-18
COc1ccc(C2CC(c3ccc(Cl)cc3)Nc3nc(NC(=O)c4ccco4)nn32)cc1 (centres undefined)	-5	2	-21	-17	2	16	x	-7	0[20 µM]
Cc1ccc(C2=NNC(C(O)C(O)C(O)CO)S2)cc1 (centres undefined)	7	6	-13	-5	5	-6	0.45	-16	-14[20 µM]
COc1ccc(-c2nc(NC(=O)C3=NN(c4cccc(C)c4)C(=O)CC3)sc2C)cc1	-6	-6	-33	-3	-2	10	0.056	0	-12
COC(=O)C(C(=O)OC)C(c1ccccc1)C(C(=O)c1ccccc1)[N+](=O)[O-] (centres undefined)	1	-1	3	-2	-13	x	-0.81	-12	-10
O=C(CCC1CCCN(C(=O)c2ccco2)C1)NCc1ccccc1F (centres undefined)	-6	2	-8	x	3	x	0.77	-13	-26
Cc1ccc(OCCN2C(=O)S/C(=C\c3ccc(C)o3)C2=O)cc1	-1	14	-54	-14	-8	-40	1.8	-38	-15
CC1(C)Cc2c(C#N)c(N3CCOCC3)nc(-c3ccccc3)c2CO1	-7	0	-6	2	2	-11	0.065	0	20[20 µM]
CC1(c2ccc(Cl)cc2)NC(=S)N2C1NC(=S)N2c1ccccc1 (centres undefined)	-5	-2	-30	-2	0	-7	2.1	-1	-20
COc1ccc(NC(=O)Cn2nnc(C(=O)NCc3ccccc3)c2N)c(OC)c1	-18	1	-2	7	0	1	-0.45	-2	-24
O=C(CN1CCN(c2ccccn2)CC1)N(c1ccccc1)c1ccc2ccccc2c1	-15	1	-5	-20	-9	x	0.8	5	-4
O=C(NNC(=O)c1ccccc1)C(=O)N1CCCCC1	0[fluorescence artefact?]	1	-10	1	-1	1	x	-20	-10[20 µM]
O=C(CSc1ccc2nnc(-c3ccc(F)cc3)n2n1)N1CCCc2ccccc21	5[fluorescence artefact?]	3	25	-4	-6	-4	-0.54	-6	-7
O=c1oc(-c2ccc(F)cc2)nc2ccsc12	-12	11	-3	-9	-5	-3	x	-9	-25[20 µM]
O=S(=O)(c1cccs1)N1CCN(Cc2ccccc2)CC1	20	-6	10	-2	-4	1	x	-11	-27
Cc1nc2ccccc2n1CC(=O)N/N=C/c1cccs1	-1	10	-6	-13	-4	14	0.63	-12	-19
CSCCC(NS(=O)(=O)c1ccc(Cl)cc1)C(=O)OCC(=O)NC1CC1 (centres undefined)	2	4	-8	-5	-3	x	0.49	-15	-7[20 µM]
Cc1ccc(OS(=O)(=O)c2ccccc2)c(/C=N/N=C2\NC(=O)C(C)S2)c1 (centres undefined)	6	-2[fluorescence artefact?]	-16	0	1	11	-0.011	-5	-10[20 µM]
C=CCc1cc(/C=C2/NC(=O)NC2=O)cc(OCC)c1O	-4	5	-11	-2	10	14	-1.2	-29	-9
NC(=O)NCc1cccc(Cl)c1	10[fluorescence artefact?]	-2	-9	-7	-4	2	0.72	-17	-15
CCC(CC)N1CCN(CC2CC=CCC2)CC1 (centres undefined)	48	3	-9	-2	-21	-2	-0.091	-18	-26
NC(=O)/C(=C/c1cccnc1)NC(=O)c1ccccc1	-2	-7	-9	1	-4	x	0.36	-20	-16
COc1ccc(CCCc2nnc(SCC(=O)Nc3nc(C)cs3)n2C)cc1C	0	-2	-1	5	1	-2	0.022	-7	-24
CCOC(=O)c1ccc(Nc2ncnc3c2cnn3C)cc1	6	-1	4	-15	-2	2	-0.61	-1	-11
O=C(CSc1nc2sc3c(c2c(=O)n1-c1ccccc1)CCCC3)NCc1ccco1	3	5	-5	-6	1	x	-0.11	-18	-17
Cc1cc(C)n(-c2nc3ccccc3nc2NCCc2ccccc2)n1	12	0	-6	-3	-5	-8	-0.36	-14	-5
COc1cccc(/C=N/Nc2ncnc3c2ncn3Cc2ccccc2)c1O	1[fluorescence artefact?]	0	-3	-46	-8	12	0.34	-17	-20
CCOc1ccc2nc(SCC)[nH]c2c1	56[fluorescence artefact?]	1	-4	12	0	1	-0.069	2	-14[20 µM]
COCC(=O)N(Cc1nc2sc(C)c(C)c2c(=O)[nH]1)C1CCCCC1	0	6	-9	2	3	-11	-1.1	-21	-13
CC(=O)N1CN(C2CCCC2)Cc2c1sc1c2CCCC1	-4	2	-1	-1	-5	-8	0.26	-8	-22[20 µM]
O=C(NCCO)c1ccc(Cl)c(Cl)c1	-1	-1	-2	-3	-4	2	1.3	-1	14
O=C(CCn1c(=O)oc2ccccc21)N1CCN(c2ccc(F)cc2)CC1	-5[fluorescence artefact?]	3	-7	19	32	1	-1.1	0	-9
COc1ccc(C)cc1NC(=O)COC(=O)C1CC1	-2	-2	-18	1	6	-2	0.072	-14	7[20 µM]
CC1CCN(c2nc3ccc(C(=O)O)cc3s2)CC1	-4[fluorescence artefact?]	1[fluorescence artefact?]	-2	10	9	0	0.17	-1	-25
CCCOC(=O)C1C2C=CC(C3CC23)C1C(=O)OCC(=O)c1ccccc1 (centres undefined)	9	2	6	-10	1	0	0.069	-10	-9[20 µM]
Cc1onc(-c2ccccc2Cl)c1C(=O)NCc1ccc(S(N)(=O)=O)cc1	13	3	-3	5	18	-5	x	1	-26

Full records from above. Order of values: 14-3-3 Bad inh | eIF4E 4G PPI | p47phox inh | KLK5 inh | thrombin 1536 | Rad51 HR inh | KCC2 mod | EBV gp42 block | Furin inhibitor
O=C(NCCO)c1ccc(Cl)c(Cl)c1 across the screens: -1 | -1 | -2 | -3 | -4 | 2 | 1.3 | -1 | 14
NC(=O)/C(=C/c1cccnc1)NC(=O)c1ccccc1 across the screens: -2 | -7 | -9 | 1 | -4 | x | 0.36 | -20 | -16
COc1ccc(CCCc2nnc(SCC(=O)Nc3nc(C)cs3)n2C)cc1C across the screens: 0 | -2 | -1 | 5 | 1 | -2 | 0.022 | -7 | -24
CC1CCN(c2nc3ccc(C(=O)O)cc3s2)CC1 across the screens: -4[fluorescence artefact?] | 1[fluorescence artefact?] | -2 | 10 | 9 | 0 | 0.17 | -1 | -25
CCCOC(=O)C1C2C=CC(C3CC23)C1C(=O)OCC(=O)c1ccccc1 (centres undefined) across the screens: 9 | 2 | 6 | -10 | 1 | 0 | 0.069 | -10 | -9[20 µM]

Continued.
SMILES	14-3-3 Bad inh	eIF4E 4G PPI	p47phox inh	KLK5 inh	thrombin 1536	Rad51 HR inh	KCC2 mod	EBV gp42 block	Furin inhibitor
CCCOn1c(-n2nc(C)cc2C)nc2ccccc2c1=O	-7	-9	-3	-3	0	-6	0.54	-16	-1[20 µM]
Cc1cc(C)nc(-n2nc(C)cc2NC(=O)CN2CCCC(C)C2)n1 (centres undefined)	11	1	-15	-24	0	x	-0.072	-17	-7
COc1cc(C(=O)O)cc(OC)c1OCc1cc(C(=O)O)oc1C	1[fluorescence artefact?]	-8	-5	0	-3	-1	0.065	-17	-25
CCCCc1c(C)nc2ccc(C)cc2c1SCCC(=O)O	-7	1	7	5	-2	-6	-3.8*	-9	-13
CCOc1cccc(/C=C2\NC(=S)N(c3ccccc3)C2=O)c1O	0	5	-21	-3	-1	-3	-2.4	-14	-27
Cc1ccc(C(=O)Nc2cccc(C(=O)O)c2)cc1	1[fluorescence artefact?]	-7	-5	-20	1	-1	0.33	-16	-6[20 µM]
CCOC(=O)c1cccc(NC(=O)c2cncc(Br)c2)c1	-2	4	12	-8	-10	-1	-0.47	-8	-4
CC1Oc2ccccc2N(Cc2cccnc2)C1=O (centres undefined)	12	6	-3	-14	-8	-2	-0.77	-3	-9
O=C(COC(=O)c1ccccc1NC(=O)c1ccco1)Nc1ccc2c(c1)OCO2	-9[fluorescence artefact?]	-22[fluorescence artefact?]	-7	-7	-3	-6	x	-19	-26
